# Screens: PubChem BioAssay, National Center for Advancing Translational Sciences (NCATS)
# Pf growth 48h: Primary qHTS for delayed death inhibitors of the malarial parasite plastid, 48 hour incubation | P. falciparum luciferase growth in erythrocytes, 48 h | Potency, µM (titrated, usually from 28.7 µM), inactives show top-dose activity change, negative = inhibition, actives largely listed as inhibitors | hit rate 5.9% among 310,000 | AID 504832, 2011; also: potency is read from the fitted curve at half-maximal effect; % is scaled to controls: 0 for no effect and ±100 for the full control effect
#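 First compound was added to culture medium, then infected red cells at 0.1% parasitemia and 2% hematocrit (final). After incubation at 37 C under 5% CO2, luciferase detection reagent was dispensed and light output recorded.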
# FBPA Giardia inh: qHTS Assay for Inhibitors of Fructose-1,6-bisphosphate Aldolase from Giardia Lamblia; A8B2U2; purified Giardia FBPA; Potency, µM (doses to about 59.6 µM), without a hit: at the top dose activity, negative = inhibition, usual class: inhibitors; hit rate 0.71% among 290,000; also: potency is read from the fitted curve at half-maximal effect; % is scaled to controls: 0 for no effect and ±100 for the full control effect; nearly all actives have a fitted effect of over 55% in size
# Target sequence (A8B2U2 whole entry, looked up): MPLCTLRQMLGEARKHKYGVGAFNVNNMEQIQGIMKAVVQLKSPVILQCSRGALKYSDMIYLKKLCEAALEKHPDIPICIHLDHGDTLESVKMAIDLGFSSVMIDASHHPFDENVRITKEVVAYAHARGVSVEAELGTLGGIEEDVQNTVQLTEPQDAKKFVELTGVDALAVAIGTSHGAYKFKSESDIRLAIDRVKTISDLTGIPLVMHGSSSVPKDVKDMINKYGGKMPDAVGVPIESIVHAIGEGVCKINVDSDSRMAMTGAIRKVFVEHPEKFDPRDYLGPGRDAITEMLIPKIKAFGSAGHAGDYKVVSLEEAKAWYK
#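 40 nM FBPA preincubated 10 min at RT with compound (up to 57.5 uM final), then substrate plus GAPDH/TPI/NAD/arsenate coupling and diaphorase/resazurin added. Fluorescence read after 20 min at RT, 525/598 nm.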
# CHX counter: Cycloheximide Counterscreen for Small Molecule Inhibitors of Shiga Toxin; cell reporter, cycloheximide protein synthesis inhibition counterscreen; max response, %; hit rate 12% among 300,000; AID 2314, 2010; in the data active = max response mostly above about 13%, no sharp cut-off; inactive = mostly below about 14%; also: read at 38.3 µM for the half of the compounds with a filed dose; 0% is about no effect
# Pf growth 96h: Primary qHTS for delayed death inhibitors of the malarial parasite plastid, 96 hour incubation; AID 504834, 2011; hit rate 6.9% among 320,000; P. falciparum luciferase reporter growth, 96 h; Potency, µM (highest dose often 28.7 µM), inactives show at the highest dose activity change, negative = inhibition, hits mostly inhibitors; also: potency is read from the fitted curve at half-maximal effect; % is scaled to controls: 0 for no effect and ±100 for the full control effect
#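 Two-generation exposure (96 h) targets delayed-death phenotype. Reporter parasites carrying integrated firefly luciferase, in red cells at 2% hematocrit and 0.05% parasitemia final, kept at 37 C, 5% CO2; luminescence loss indicates inhibition.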
# HCV inh: qHTS Assay for Inhibitors of Hepatitis C Virus (HCV) | Huh7.5.1 HCVcc-Cre infection, luciferase reporter, 44 h | Potency, µM (doses to about 41.8 µM), for the others: top-dose activity change, negative = inhibition, actives largely listed as inhibitors | hit rate 3.4% among 340,000 | AID 651820, 2012; also: potency is read from the fitted curve at half-maximal effect; % is scaled to controls: 0 for no effect and ±100 for the full control effect
#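 Seed cells (1,000/well) for 4 h; treat with compound and infect with HCVcc-Cre, moi about 0.5. Incubate 44 h, then detect luciferase activity.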
# Shiga inhibitor: A qHTS for Small Molecule Inhibitors of Shiga Toxin; Vero cells, Shiga toxin protein synthesis inhibition reporter; inhibition, % at 38.7 µM; AID 2315, 2010; hit rate 9.2% among 290,000; in the data active = inhibition mostly above about 28%, no sharp cut-off; inactive = mostly below about 43%; also: 0% is about no effect
# * marks the source's active call; other numbers are inactive results; ? = inconclusive; · = not tested or not shown; [ ] = another dose, or the depositor's remark. Unless noted, calls follow the shape of the dose curve; as a rule, active = well fitted curve in the direction sought with a large enough effect; inconclusive = small, poorly fitted or top-dose-only effect, or another doubt; inactive = no such curve, though single readings can be large; an effect the other way counts as inactive or inconclusive.
Structure | Pf growth 48h | FBPA Giardia inh | CHX counter | Pf growth 96h | HCV inh | Shiga inhibitor
N#Cc1cc2ccccc2nc1SCC(=O)Nc1ccc(S(=O)(=O)N2CCCC2)cc1 | 9.3µM* | 12% | -1 | ? | · | 6
O=C(CCOc1ccccc1)Nc1ccccc1 | 17% | 2% | 27* | 12µM* | 7% | 41
Cc1ccc(NNC(=O)c2cc(C)on2)c(C)c1 | 17% | -8% | -1 | -9% | -1% | 9
Cc1nc2ccccc2c(=O)n1/N=C/c1ccccc1Cl | 68%[activator] | 6% | 33* | 67%[activator] | -29% | 72*
O=C(COC(=O)c1ccc(Cl)c(S(=O)(=O)NCc2ccccc2)c1)NCC1CCCO1 (configuration not stated) | 6% | 2% | -3 | 7% | 0% | -5
CC1=Nn2c(nc(-c3ccccc3)c2-c2ccccc2)N(CC(N)=O)C(=O)C1 | -7% | -2% | -6 | 2% | 16% | -10
c1ccc(N=C(c2cccs2)N2CCOCC2)cc1 | ? | 7% | 2 | -7% | -10% | 8
CC(C)Oc1ccc(C2CC(=O)N(c3ccccc3)C2=O)cc1 (configuration not stated) | · | -3% | 20* | 13% | 13% | 44
O=C(O)CN1C(=O)/C(=C\c2cc(Br)ccc2OCc2ccc(F)cc2)SC1=S | 20% | 14% | -4 | -12% | 12% | -7
Cn1cccc1/C=C1\SC(=O)N(c2ccccc2)C1=O | 104%[activator] | 3% | 52* | 66%[activator] | ? | 63*
CCCSc1ncnc2c1oc1ccccc12 | 21% | 4% | 25* | ? | 12% | 27
O=[N+]([O-])c1ccc(CS(=O)(=O)c2ncn[nH]2)cc1 | 19% | ? | -4 | 13% | 3% | -8
CCn1c(COc2ccc(C)cc2)nnc1SCC(=O)NNC(=O)c1ccc(OC)cc1 | -5% | 7% | -3 | 11% | 8% | -5
COc1ccc(NC(=O)NCc2ccccc2F)cc1OC | 6% | -1% | -1 | 10µM* | -8% | -22
CCOC(=O)C(O)(NC(=O)c1cccnc1)C(F)(F)F (configuration not stated) | 4% | 9% | 5 | · | 0% | 17
O=C(Nc1ccc(Cl)cc1)N[C@@H]1c2c(ccc3ccccc23)OC[C@@H]1CO | 44%[activator] | 0% | -2 | 44%[activator] | ? | 7
CC1(/[N+]([O-])=C\c2ccccc2F)CCCCC1=O (configuration not stated) | 8% | 3% | 1 | 26% | 8% | 10
O=c1nc(SCc2c(F)cccc2Cl)nc(-c2ccc(Cl)cc2)[nH]1 | 3% | 7% | -1 | 8% | 13% | -3
Cc1onc(-c2ccccc2)c1C(=O)Nc1nc(-c2cc(F)ccc2F)cs1 | · | 0% | 12 | 94%[activator] | ? | 25
COC(=O)c1ccc2c(c1)nc(C)n2CCO | -10% | -1% | -5 | ? | 8% | 21
O=C(NCc1ccccn1)C1CC(c2ccccc2O)=NO1 (configuration not stated) | 10% | -10% | -3 | 43%[5.75 µM] | 5% | -5
Cc1ccc(SCCOCCN2CC(C)OC(C)C2)cc1 (configuration not stated) | 60%[activator] | 9% | 6 | -8% | 7% | -13
COc1ccc([N+](=O)[O-])cc1NC(=O)Cc1noc2ccccc12 | -11% | 2% | 1 | ? | -27% | -16
CN(C1CCCCC1)S(=O)(=O)c1ccc(S(=O)(=O)N(CC(=O)Nc2ccccc2)C2CC2)cc1 | 80%[activator] | -4% | 3 | ? | 9% | 21
CC(C)c1ccc(/C=N/n2cnnc2)cc1 | 0% | 7% | 8 | 48%[activator] | -5% | 10
C=C(C)C1CC=C(C)/C(=N\NC(=O)CCc2ccccc2)C1 (configuration not stated) | ? | 2% | -3 | -34% | 0% | -8
COc1cccc(/C=C/C(=O)Nc2ccc(OC)nc2)c1 | 19% | 22µM* | 30* | 5% | 5% | 88*
COc1ccc(CN(C)C(=O)CNC(=O)c2ccc3ccccc3c2)c(OC)c1 | -21% | -13% | 4 | ? | -6% | 1
O=C(Nc1nccs1)C1(c2ccc(Cl)cc2)CC1 | ? | -2% | 0 | ? | -16% | 14
CC1CCCN(c2c([N+](=O)[O-])cc(C(=O)O)cc2[N+](=O)[O-])C1 (configuration not stated) | 34% | ? | 7 | ? | -2% | 19
COc1ccc(-c2ccc(NS(=O)(=O)c3cccc([N+](=O)[O-])c3)cc2)nn1 | 12% | · | 5 | ? | 4% | -8
CCOC(=O)c1c(C)n(CCNC(C)=O)c2ccc(OC)cc12 | 10% | 5% | -1 | · | -8% | -4
CCOC(=O)Cn1nnc(-c2ccc([N+](=O)[O-])cc2)n1 | 22% | -2% | 11* | -16% | 19% | 14
CC1=C(C(=O)Nc2ccccc2C)C(c2ccc(C)o2)C2=C(CCCC2=O)N1 (configuration not stated) | 2% | -3% | 12 | · | 7% | 28
Nc1ccc(SCC(=O)Nc2cccc([N+](=O)[O-])c2)cc1 | 31%[activator] | 0% | 37* | 127%[activator] | -27% | 51
COn1c(SC2CCCCC2)nc2ccccc2c1=O | ? | 3% | 8 | · | -26% | 36
COC(=O)[C@H](CCSC)NC(=O)Nc1cccc(Br)c1 | 15% | 2% | 1 | 42%[activator] | 17% | -9
Cc1ccc(N2C(=O)C3CCCN3C2=S)cc1 (configuration not stated) | ? | 2% | -3 | 0% | 19% | 18
CC(OCC(O)CNCC1COc2ccccc2O1)c1ccc(Cl)cc1 (configuration not stated) | -22% | ? | -1 | -2% | ? | -7
CCN1CCN(c2cc(C)c3cc(NC(=S)N4CCCC(C)C4)ccc3n2)CC1 (configuration not stated) | -26% | -9% | 33* | -1% | ? | 62*
COc1ccc(S(=O)(=O)N2CCOCC2)cc1NC(=O)c1ccc(OC(F)F)cc1 | ? | · | · | -7% | ? | ·
O=C(OCC(=O)N1CCC(Cc2ccccc2)CC1)c1ccccc1F | 63%[activator] | · | · | 20% | 9% | ·
O=C(Nc1ccc(Cl)c(Cl)c1)c1cccnc1 | 48%[activator] | 15% | 35* | ? | 3% | ·
Cc1cc(C)c2cc(C)c3nnc(SCC(=O)NCc4ccc5c(c4)OCO5)n3c2c1 | -8% | 20% | -3 | 9% | -14% | 2
Cc1[nH]nc2c1C(c1cnn(C)c1)C(C#N)=C(N)O2 (configuration not stated) | 15% | -2% | -8 | ? | 4% | -9
O=C(Nc1cccc2c1CCCC2)c1ccc(Br)o1 | -11% | -6% | 0 | 20% | ? | 43
Cc1ccccc1Oc1cc(NC(=O)Cn2cnc([N+](=O)[O-])c2)cc([N+](=O)[O-])c1 | 10µM* | -9% | 11 | ? | ? | 1
OCCNc1c2ccccc2nc2ccccc12 | ? | 2% | 3 | ? | ? | 18
CCC1=C(c2cc(OC)c(OC)c(OC)c2)C2(CCCC2)C(=O)O1 | -25% | 5% | -2 | ? | 5% | -3
c1ccc(COc2ccc(OCCCn3cncn3)cc2)cc1 | 349%[activator] | 2% | 35* | 2% | 7% | 61*
CCC1COCCS(=O)(=O)N1Cc1ccc(F)cc1 (configuration not stated) | 3% | 11% | -2 | 76%[activator] | 15% | -3
CCOc1ccc(CCNC(=O)CN(C)S(=O)(=O)c2cccc3nsnc23)cc1OCC | -14% | 6% | 1 | 39%[activator] | -15% | -13
CCCc1cc(=O)[nH]c(SCC(=O)c2c[nH]c3ccccc23)n1 | ? | 0% | -2 | -105% | -17% | -14
CSc1ccc(-c2nc(CSCC(=O)N3CCOCC3)c(C)o2)cc1 | 41%[activator] | -9% | 27* | ? | ? | 108*
CCOc1ccc(C(C)NC(=O)CCC(=O)O)cc1 (configuration not stated) | 11% | 5% | -3 | -4% | 3% | 20
CC(C)(C)SCCNC(=O)c1ccc(NS(C)(=O)=O)cc1 | 48%[activator] | 6% | 16* | 4% | 17% | 36*
Cc1c(NC(=O)c2cnn3c2NC(c2ccc(Br)cc2)CC3C(F)(F)F)c(=O)n(-c2ccccc2)n1C (configuration not stated) | -23% | 4% | -4 | -22% | -29% | -7
CS(=O)(=O)Nc1ccc(C(=O)NCc2cccnc2)cc1 | -2% | 1% | -4 | · | 21% | 27
CC/C(=N/Nc1ccccc1)c1cnnc(-c2ccccc2)n1 | 0.13µM* | -5% | 4 | 0.1µM* | 8.9µM* | 12
Cc1ccccc1NC(=O)Nc1cccs1 | -12% | -8% | 12 | ? | -14% | 12

# Compound profiles, as listed above:
# OCCNc1c2ccccc2nc2ccccc12 is listed with Pf growth 48h = ?; FBPA Giardia inh = 2%; CHX counter = 3; Pf growth 96h = ?; HCV inh = ?; Shiga inhibitor = 18
# CCC1=C(c2cc(OC)c(OC)c(OC)c2)C2(CCCC2)C(=O)O1 is listed with Pf growth 48h = -25%; FBPA Giardia inh = 5%; CHX counter = -2; Pf growth 96h = ?; HCV inh = 5%; Shiga inhibitor = -3

# The listing continues.
Structure | Pf growth 48h | FBPA Giardia inh | CHX counter | Pf growth 96h | HCV inh | Shiga inhibitor
OCCC1CN(CC2CC2)CCN1Cc1ccc(F)c(F)c1 (configuration not stated) | 35%[activator] | 9% | 1 | 13µM* | 31%[activator] | -5
Cc1ccccc1NC(=O)c1[nH]cnc1C(=O)NN | 8% | 16% | 2 | ? | -7% | -6
Cc1cccc(C(=O)N2CC3(C)CC2CC(C)(C)C3)c1 (configuration not stated) | -7% | 1% | -2 | ? | 20% | 6
Nn1c(Nc2ccccc2)nc2ccccc21 | 163%[activator] | -10% | 36* | 53%[activator] | 8% | 58*
COc1ccccc1OCc1nc(C#N)c(N2CC(C)CC(C)C2)o1 (configuration not stated) | · | 6% | -3 | ? | -29% | -4
Cn1cc(CNC(=O)CC2C(=O)NCCN2CC(C)(C)C)cn1 (configuration not stated) | 32%[activator] | -17% | -1 | 4% | 12% | -6
O=c1[nH]c2ccc(S(=O)(=O)Nc3ccccc3O)cc2[nH]1 | 8% | -9% | 13 | 84%[activator] | 3% | -3
CCOC(=O)c1ccc(NC(=O)COc2ccc(-n3cnnn3)cc2)cc1 | -13% | 7% | -4 | · | ? | 10
Cc1ccc(/C=N/N2CCN(Cc3ccc(C)cc3)CC2)cc1 | -9% | 0% | -2 | 57%[activator] | 8% | 11
C/C(N)=C(/C#N)C(=O)CSc1nc2ccccc2c(=O)n1CCCO | 4% | 9% | -2 | 30%[activator] | 5% | 23
O=C(CN1C(=O)COc2ccccc21)NCCN1CCCC1 | 16% | -16% | -2 | 6% | 15% | -13
COc1ccccc1N1CCN(C(=O)C(C)N(c2ccccc2)S(C)(=O)=O)CC1 (configuration not stated) | ? | 0% | -1 | · | 9% | 21
COc1ccccc1C(=O)OCC(=O)Nc1ccccc1OC(F)F | 2% | 1% | 14 | 84%[activator] | -6% | -5
CCOc1ccc(-n2c(-c3ccoc3)nc3ccccc3c2=O)cc1 | · | 0% | -1 | ? | 2% | 10
CNC(=O)/C(C#N)=C/c1ccc(OCCOc2ccccc2)cc1 | 14% | 16% | 11* | 60%[activator] | -4% | 15
COc1ccc(NC(=O)CSc2ccc(-c3ccco3)nn2)cc1OC | -5% | · | 17 | ? | ? | -5
CCOC(=O)C1=C(C)N=c2s/c(=C/c3ccc(OCC(=O)O)cc3)c(=O)n2C1c1cc(OC)c(OC)c(OC)c1 (configuration not stated) | 1µM* | -3% | -1 | 0.74µM* | 11% | ·
Cn1c(SCC(=O)NCCc2ccc(S(N)(=O)=O)cc2)nc2ccccc2c1=O | 43%[activator] | 7% | -2 | 5% | -12% | -5
CC(NC(=O)c1cccc2ccccc12)c1ccc2c(c1)CCCC2 (configuration not stated) | -18% | 0% | -1 | ? | ? | -3
COc1cccc(-n2nnc3c(=O)n(Cc4c(F)cccc4Cl)cnc32)c1 | 8% | 0% | -4 | 9.3µM* | 6% | -3
O=C(Nc1cc(Cl)ccc1Cl)C1CC(=O)N(c2ccc(Br)cc2)C1 (configuration not stated) | · | 2% | -7 | ? | -14% | -11
